Screening results from PubChem BioAssay.
PLAP inhibitors HTS = inhibition of human placental alkaline phosphatase – biochemical, luminescence, HTS (AID 690); purified PLAP, luminescent substrate; higher % means a stronger effect; inhibition, % at 20 µM; hits with a dose series show IC50 in µM; actives 0.08% (n = 96,000); in the data active = a potency from the dose series; inactive = the rest, 99 in 100 with inhibition below about 30%; also: strong numbers were not always called active
MRP reversal = reverses drug resistance mediated by MRP. differential viability (reversal), % at 10 µM. H69AR cells + 2 uM doxorubicin, CellTiter-Glo, 72 h. actives 0.04% (n = 85,000);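 active = viability drop by adding the cancer drug above about 55%, with treated viability meeting a 40% cutoff, limit read from the data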;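 also: viability without doxorubicin minus viability with 2 µM doxorubicin for each compound; larger differential means the compound sensitizes cells more to doxorubicin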
NFkB transloc pot = enhances IL-1B driven NFkB nuclear translocation; actives 0.3% (n = 94,000); HUVEC IL-1B NFkB p65 nuclear translocation imaging; activation, % at 2 µM;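 active = activation above 40%, about the mean plus 3 SD, also judged a hit on visual image review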;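 also: percent activation is computed from the nuclear over cytoplasmic p65 intensity ratio; values of inactives mirror those of a sister screen read the other way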
IL1B NFkB inh = blocks IL-1B driven NFkB nuclear translocation in HUVEC cells. AID 796. inhibition, % at 2 µM. HUVEC IL-1B NFkB p65 nuclear translocation imaging. actives 0.43% (n = 94,000);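 active = inhibition above about 30% together with a positive call from visual inspection of the well image, limit read from the data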;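 also: nuclear over cytoplasmic p65 intensity ratio measured by imaging; 0% = IL-1B stimulated DMSO wells and 100% = unstimulated DMSO wells; values of inactives mirror those of a sister screen read the other way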
Bcl-B displacement = displacers of TR3 peptide from Bcl-B, primary screen, selectivity assay for Bfl-1 inhibitor project, biochemical, fluorescence polarization; one-dose displacement, % at 20 µM; IC50 in µM for titrated hits; FP displacement of FITC-TR3 peptide from Bcl-B; higher % means a stronger effect; actives 0.11% (n = 96,000); AID 748;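 active = displacement above 50% at 20 µM plus a fluorescence interference ratio under 1.5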;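 also: plate controls were wells without compound for no effect and wells lacking Bcl-B protein for full effect; a part of the inactive calls stands beside numbers as strong as those of hits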
MRP reversal cytotoxicity = also measured in MRP reversal; calls as there; viability, %; H69AR cells, CellTiter-Glo, 72 h; measured here: cytotoxicity without doxorubicin
MRP reversal with doxorubicin = second read-out of MRP reversal, no call of its own (marks repeat the call); viability, %; measured here: viability with 2 uM doxorubicin; hits give low values
IL1B NFkB inh cell count 2 µM = further read-out of IL1B NFkB inh, marked with its call; cell count; measured here: cells passing quality filter;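 raw number of nuclei counted in each imaged well without normalization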
NFkB transloc pot cell count 2 µM = also measured in NFkB transloc pot; calls as there; cell count; measured here: cells passing quality filter
The depositor's hits bear a star; . = not tested or not shown.

The line under a structure holds: NFkB transloc pot | IL1B NFkB inh | MRP reversal cytotoxicity | NFkB transloc pot cell count 2 µM | PLAP inhibitors HTS | MRP reversal with doxorubicin | Bcl-B displacement | MRP reversal | IL1B NFkB inh cell count 2 µM
1. Cn1c(-c2ccccc2Br)n[nH]c1=S
→ -6 | 6 | 103 | 117 | . | 91 | . | 12 | 117
2. COc1ccc2cc(C)c3nnc(SCC(=O)Nc4nc(-c5ccccc5)cs4)n3c2c1
→ 3 | -3 | . | 118 | 2% | . | -1% | . | 118
3. CC1=CCC(C(=O)O)(C(=O)N/N=C/c2cccs2)C(c2ccc(F)cc2)C1 (configuration not stated)
→ -5 | 5 | 94 | 164 | -32% | 101 | 2% | -7 | 164
4. Cc1cc(C(=O)NN)c2cc(Br)ccc2n1
→ -4 | 4 | 82 | 148 | -4% | 84 | -8% | -2 | 148
5. CCOC(=O)c1sc(NC(=O)c2cccs2)nc1C
→ 0 | 0 | . | 159 | -12% | . | -8% | . | 159
6. CC(C)CCN1C(=O)c2ccc(C(=O)NCc3ccco3)cc2C1=O
→ -10 | 10 | 85 | 86 | 14% | 83 | -1% | 2 | 86
7. CCOc1ccc2[nH]c(=S)[nH]c2c1
→ 9 | -9 | 97 | 183 | -81% | 96 | 6% | 1 | 183
8. Cc1cc(C)c2c(=O)[nH]c(SCC(=O)NCc3ccccc3)nc2n1
→ -46 | 46* | 82 | 62 | 9% | 68 | 6% | 14 | 62*
9. CCNC(=O)CC1C(=O)N(c2ccc(C)cc2)C(=O)N1CCc1ccc(OC)c(OC)c1 (configuration not stated)
→ 11 | -11 | 85 | 161 | -9% | 86 | 5% | 0 | 161
10. COc1ccc(N2CCN(C(=O)Cc3ccc(-n4c(=O)[nH]c5ccccc5c4=O)cc3)CC2)cc1
→ -4 | 4 | 78 | 158 | . | 88 | . | -10 | 158
11. CCn1c(=NC(=O)CSC(C)=O)sc2cc(F)ccc21
→ 12 | -12 | 28 | 79 | -2% | 36 | -3% | -8 | 79
12. O=C(OCCN1CCOCC1)c1cccs1
→ 2 | -2 | 106 | 128 | 5% | 97 | 0% | 8 | 128
13. COc1ccc(Nc2nc(N3CCCCC3)nc(N3CCCCC3)n2)c(OC)c1
→ . | . | 86 | . | -55% | 77 | -12% | 9 | .
14. CCN(CC)S(=O)(=O)c1cccc2cccnc12
→ 6 | -6 | 109 | 159 | 2% | 100 | 3% | 8 | 159
15. CC(=O)Nc1ccc(NC2(C)C(=O)c3ccccc3C2=O)cc1
→ -2 | 2 | 101 | 90 | -47% | 98 | 1% | 3 | 90
16. COc1cccc(C(=O)NC2CCN(C(=O)N3CCCCC3)CC2)c1
→ -7 | 7 | 100 | 68 | -11% | 82 | 2% | 18 | 68
17. CCc1nnc(NC(=O)C(=O)NCCOC(=O)c2ccccc2)s1
→ 34 | -34 | . | 154 | -28% | . | -5% | . | 154
18. Cc1c(C)n(C(=O)CN2CCN(c3ccccc3)CC2)c2ccccc12
→ 16 | -16 | 96 | 135 | -4% | 84 | -14% | 12 | 135
19. Nc1cc(C(=O)O)ccc1N1CCCCCC1
→ 4 | -4 | 98 | 154 | 17% | 103 | 7% | -4 | 154
20. CCOC(=O)C1CCN(C(=O)COC(=O)CCOc2ccc(C)cc2)CC1
→ 8 | -8 | 95 | 155 | -50% | 88 | -7% | 7 | 155
21. O=C(CSc1nnc(-c2ccccc2)n1-c1ccccc1)NCc1ccco1
→ -11 | 11 | 102 | 72 | 32% | 91 | -2% | 11 | 72
22. Brc1ccc2nc(CSc3ncn[nH]3)cn2c1
→ 6 | -6 | 106 | 193 | -176% | 105 | 6% | 0 | 193
23. Cc1ccc(NC(=S)Nc2ccc(Br)cc2)cc1
→ 7 | -7 | . | 145 | -2% | . | 0% | . | 145
24. CC1=CC(C)(C)N2C(=O)C3(C(C#N)=C(N)OC4=C3C(=O)CC(C)(C)C4)c3cc(C)cc1c32 (configuration not stated)
→ -30 | 30 | 65 | 45 | -45% | 88 | -3% | -23 | 45
25. O=C(NCc1ccccc1)c1ccc(C(=O)N(C2CCCCC2)C2CCCCC2)cc1
→ . | . | 71 | . | -64% | 63 | 3% | 8 | .
26. FC(F)(F)C(F)(F)C(F)(F)c1nnc2ccc(N3CCOCC3)nn12
→ -4 | 4 | . | 108 | -5% | . | -6% | . | 108
27. COC(=O)CNC(c1ccccc1)c1cc(Br)ccc1NC(=O)OCc1ccccc1 (configuration not stated)
→ 2 | -2 | . | 127 | -12% | . | -8% | . | 127
28. CC(=O)OC(C(=O)NC1CCCCC1)c1ccc(Cl)cc1 (configuration not stated)
→ 12 | -12 | . | 170 | 7% | . | 7% | . | 170
29. c1ccc(CCn2nnnc2C(c2cccs2)N2CCN(Cc3ccc4c(c3)OCO4)CC2)cc1 (configuration not stated)
→ . | . | 65 | . | -58% | 61 | -19% | 4 | .
30. N#Cc1ccc2ccn(CC(=O)NC3CCCCC3)c2c1
→ -3 | 3 | 101 | 117 | 10% | 106 | -1% | -5 | 117

Structural class: the entries above with a cyano group.
The line under a structure holds: NFkB transloc pot | IL1B NFkB inh | MRP reversal cytotoxicity | NFkB transloc pot cell count 2 µM | PLAP inhibitors HTS | MRP reversal with doxorubicin | Bcl-B displacement | MRP reversal | IL1B NFkB inh cell count 2 µM
24. CC1=CC(C)(C)N2C(=O)C3(C(C#N)=C(N)OC4=C3C(=O)CC(C)(C)C4)c3cc(C)cc1c32 (configuration not stated)
→ -30 | 30 | 65 | 45 | -45% | 88 | -3% | -23 | 45
30. N#Cc1ccc2ccn(CC(=O)NC3CCCCC3)c2c1
→ -3 | 3 | 101 | 117 | 10% | 106 | -1% | -5 | 117

Further entries.
The line under a structure holds: NFkB transloc pot | IL1B NFkB inh | MRP reversal cytotoxicity | NFkB transloc pot cell count 2 µM | PLAP inhibitors HTS | MRP reversal with doxorubicin | Bcl-B displacement | MRP reversal | IL1B NFkB inh cell count 2 µM
31. N#CC(C(=O)O)=C1CCCC1
→ 20 | -20 | 97 | 130 | 3% | 94 | 8% | 3 | 130
32. Cc1ccc(NC(=O)C2(S(=O)(=O)c3ccc(C)cc3)CC2)cc1
→ 20 | -20 | 89 | 74 | 12% | 84 | -4% | 4 | 74
33. COc1ccc(C(=O)n2cnc(N)n2)cc1
→ 4 | -4 | 91 | 164 | 3% | 97 | -16% | -5 | 164
34. N#Cc1c(NC(=O)COC(=O)C2CC3C=CC2C3)oc(-c2ccccc2)c1-c1ccccc1 (configuration not stated)
→ 1 | -1 | 54 | 127 | -63% | 68 | -6% | -14 | 127
35. CCSc1cnn(-c2ccccc2)c(=O)c1SCC
→ 19 | -19 | 84 | 201 | 22% | 81 | 10% | 3 | 201
36. CN(C)c1ccc(C(=O)OCc2ccc(Br)cc2)cc1
→ 2 | -2 | 105 | 38 | 44% | 95 | 8% | 10 | 38
37. COc1ccccc1CNC(=O)CCS(=O)(=O)c1cccc2nonc12
→ 4 | -4 | 94 | 205 | 16% | 104 | 22% | -10 | 205
38. O=S(CC(O)COCc1ccc(Cl)cc1)c1ccccn1 (configuration not stated)
→ -5 | 4 | 92 | 95 | -8% | 83 | 5% | 9 | 95
39. CCCn1c(=O)c(F)cn(Cc2ccc(OC)c([N+](=O)[O-])c2)c1=O
→ 5 | -5 | . | 101 | 3% | . | -2% | . | 101
40. Cc1c(NC(=O)CC2CC(C)OC2=O)c(=O)n(-c2ccccc2)n1C (configuration not stated)
→ 12 | -12 | 100 | 134 | . | 103 | . | -3 | 134
41. Cc1ccc(NC(=O)C(=O)c2c(-c3ccccc3)cc3ccccn23)cc1S(=O)(=O)N1CCOCC1
→ 8 | -8 | 101 | 155 | -57% | 88 | -2% | 13 | 155
42. CN(C(=O)COC(=O)c1nc(-c2ccccc2)n(-c2ccccc2)n1)C1CCS(=O)(=O)C1 (configuration not stated)
→ 11 | -11 | 95 | 166 | 7% | 105 | 2% | -9 | 166
43. CCOC(=O)c1cnn(-c2nc(CC)nc3sc4c(c23)CCC4)c1N
→ -9 | 10 | 99 | 108 | -7% | 78 | -16% | 22 | 108
44. O=C(CN1CCN(Cc2ccc3c(c2)OCO3)CC1)N1CCc2[nH]c3ccccc3c2C1
→ -6 | 6 | 78 | 192 | -51% | 72 | -15% | 6 | 192
45. COc1cc2[nH]c(=O)n(Cc3ccc(C(=O)NCCCN4CCN(C)CC4)cc3)c(=O)c2cc1OC
→ 1 | -1 | 102 | 136 | -60% | 100 | 8% | 3 | 136
46. COc1ccc(OCC(=O)Nc2cccc(C(C)=O)c2)cc1
→ 10 | -10 | 103 | 114 | 29% | 107 | -20% | -4 | 114
47. CCc1cccc(CC)c1N(COC)C(=O)Cn1nnc2ccccc21
→ -15 | 15 | 77 | 85 | -47% | 85 | 6% | -7 | 85
48. CCn1c2ccccc2c2cc(C3C(C#N)=C(C)NC(C)=C3C#N)ccc21
→ 7 | -6 | 88 | 93 | -26% | 79 | -218% | 9 | 93
49. Cc1nc2ccc(-n3ccc(=O)cc3)cc2s1
→ -5 | 5 | 84 | 126 | 6% | 80 | 10% | 4 | 126
50. COc1ccc(S(=O)(=O)CCC(=O)O)cc1
→ 5 | -6 | 102 | 110 | 11% | 99 | -4% | 3 | 110
51. COc1ccc(Cn2nnnc2C(c2cccs2)N2CCCCCC2)cc1 (configuration not stated)
→ 7 | -7 | 50 | 156 | -34% | 54 | -4% | -4 | 156
52. CCN(CC(=O)NCc1ccc(F)cc1)Cc1nc2cc(Cl)ccc2c(=O)[nH]1
→ -11 | 11 | 73 | 183 | -175% | 86 | -3% | -13 | 183
53. NS(=O)(=O)c1ccc(CNC(=O)NC2(c3ccccc3)CC2)cc1
→ 23 | -23 | 86 | 167 | -2% | 86 | 0% | 0 | 167
54. Cc1ccc(N(CC(O)CN2CCOCC2)S(=O)(=O)c2ccc3ccccc3c2)cc1 (configuration not stated)
→ 32 | -32 | 90 | 152 | -46% | 95 | 1% | -5 | 152
55. CN(C)c1ccc(N=c2sc3ccccc3n2C)cc1
→ 1 | -1 | . | 147 | -74% | . | 4% | . | 147
56. O=C1C(Cl)=C(N2CCOCC2)C(=O)N1CCc1ccccc1
→ 10 | -10 | 81 | 166 | 10% | 69 | 0% | 12 | 166
57. Cc1ccccc1N1CCN(c2ncnc3c2cnn3Cc2ccc(Cl)cc2)CC1
→ -12 | 12 | 80 | 155 | -20% | 85 | 0% | -5 | 155
58. CSCc1cc(N2CCOCC2)nc(SCc2ccc(Cl)c(Cl)c2)n1
→ 14 | -14 | . | 240 | -26% | . | -26% | . | 240
59. Cc1cc(=O)oc2cc(OC(C)C(=O)O)c(Cl)cc12 (configuration not stated)
→ . | . | . | . | -13% | . | 11% | . | .
60. Cc1ccsc1/C=N/n1c(-c2ccco2)n[nH]c1=S
→ 1 | -1 | . | 180 | -22% | . | -12% | . | 180
61. O=C(Cc1c(O)c2ccccc2[nH]c1=O)NCc1ccccc1
→ 22 | -22 | 101 | 175 | 2% | 100 | -2% | 1 | 175
62. CC(C)COC(=O)C1C2C=CC3(CN(C(C)c4ccc(Br)cc4)C(=O)C13)O2 (configuration not stated)
→ . | . | 110 | . | -35% | 94 | 1% | 16 | .
63. O=C(CSc1nccn1-c1ncc(C(F)(F)F)cc1Cl)c1ccc(Br)cc1
→ 0 | 0 | . | 139 | -62% | . | -22% | . | 139
64. O=C(NCCN1CCN(c2ccccc2)CC1)c1cccn2c(=O)c3cc(Cl)ccc3nc12
→ . | . | 82 | . | -59% | 60 | -7% | 22 | .
65. O=C(NCc1ccco1)c1cccc(-c2nnc(-c3ccccc3)o2)c1
→ 14 | -14 | 71 | 152 | 17% | 65 | -8% | 6 | 152
66. COc1ccc(NC(=O)CC2COc3ccccc3O2)c(OC)c1 (configuration not stated)
→ 14 | -14 | 105 | 64 | 7% | 92 | -6% | 12 | 64
67. COC(=O)Cn1c(=O)cnc2ccccc21
→ . | . | 98 | . | 10% | 95 | -30% | 3 | .
68. CCS(=O)(=O)c1ccc2c(c1)N(S(=O)(=O)c1ccc(OC)cc1)CC(C(=O)O)O2 (configuration not stated)
→ 5 | -5 | . | 107 | 1% | . | 3% | . | 107
69. COCCCNC(=O)c1c(N)n(-c2ccc(S(N)(=O)=O)cc2)c2nc3ccccc3nc12
→ 4 | -4 | . | 146 | -28% | . | 5% | . | 146
70. CCOc1ccc(NC(=O)CSc2nc3c(c(=O)n2C)SC(C)C3)cc1 (configuration not stated)
→ . | . | 86 | . | -6% | 75 | -4% | 11 | .

The list is partial. The share of hits here may be higher or lower than overall.
